Redox H2O2 prof = compounds producing H2O2 with reducing agent – biochemical, NIH compound library profiling, artefact control for MLSCN library redox annotation, primary screen | 200,000 tested, 0.03% active | AID 878 | DTT-dependent redox cycling H2O2, phenol red/HRP absorbance; 100% = 100 µM peroxide control, 0% = buffer | activation, % at 10 µM;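 active means activation of at least 50% relative to the plate's high and low controls in the primary single-dose screen; inactive means activation below 50%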;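 further: compound incubated with DTT at 0.8 mM final as the reducing agent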
STAT3 act = increases IL-6 driven STAT3 reporter signal. 190,000 tested, 0.91% active. U3A cells, IL-6 STAT3-luciferase reporter, luminescence; 100% = signal with IL-6 EC80 alone. activation (% of control), % at 5.6 µM;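 active means activation above the screen-wide mean of compound activation plus 3 SD, cut at about 130% in these data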;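 further: 0% = background luminescence of wells with medium and substrate only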
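Assay system – human STAT1-deficient U3A cells with stable STAT3-luciferase reporter · Also added – IL-6 (33 ng/mL) · Schedule – compound 1 h, then IL-6 6 h at 37 °C · Technique – reporter luminescence signal · Evaluation – % activation versus median of IL-6-stimulated wells · Benchmarks – IL-6-only wells as 100% reference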
Hsp70 act = switches on Hsp70 transcription. 200,000 tested, 0.04% active. activation, % at 10 µM. HeLa Hsp70 promoter luciferase reporter, luminescence; scaled: vehicle 0, proteasome-inhibitor control 100%;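 active means activation above the mean across all tested compounds plus 3 SD, cutoff set per campaign, cut at about 5.5% in these data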;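 further: 100% = MG132 at 30 µM as the positive control and 0% = DMSO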
Efa HMGR inh = E. faecalis class II HMG-CoA reductase inhibition; inhibition, % at 10 µM; 190,000 tested, 0.41% active; AID 1066; purified E. faecalis HMGR, NADPH absorbance 340 nm kinetic;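 active means inhibition above a set limit, the median over all tested compounds plus 3 SD, cut at about 9.5% in these data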;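 further: enzyme runs in reverse so mevalonate oxidation gives rising NADPH absorbance; 0% = complete reaction with DMSO and 100% = background rate lacking mevalonate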
NF-kB expr up = raises NF-kB expression in human neuronal cells. NF-kB reporter expression; stronger effect = higher value. fold change at 12.5 µM. 190,000 tested, 1.6% active. AID 1239; in the data active means fold change above about 3.3
APP 5'UTR act = APP 5'UTR luciferase reporter activation; activation, % at 2 µM; AID 1276; 190,000 tested, 1% active; SH-SY5Y APP 5'UTR luciferase reporter, luminescence; zero percent = DMSO vehicle wells;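 active means activation above a set limit, based on mean plus 3 SD of controls, cut at about 140% in these data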; further: values of inactives mirror those of a sister screen read the other way
STAT1 act = STAT1 signaling activation; activation (% of control), % at 5.5 µM; 200,000 tested, 2.6% active; AID 932; NIH 3T3 STAT1-luciferase reporter, IFN-gamma, luminescence; 100% = IFN-gamma alone, no compound;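 active means activation above the screen-wide mean activation plus 3 SD, cut at about 130% in these data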;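 further: raw ratio to IFN-gamma control signal so 100% means no change and 0% no light; values of inactives mirror those of a sister screen read the other way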
STAT1 inh = STAT1 signaling inhibition; AID 920; NIH 3T3 STAT1-luciferase reporter, IFN-gamma, luminescence; 200,000 tested, 0.35% active; inhibition, % at 5.5 µM;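 active means inhibition above a set limit, the mean inhibition across all tested compounds plus 3 SD, cut at about 34% in these data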;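 further: 0% = IFN-gamma with DMSO and 100% = IFN-gamma with 300 µM nifuroxazide; values of inactives mirror those of a sister screen read the other way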
TLR4-MyD88 BLA = blocks binding of human TLR4 to MyD88. HeLa CL3-4 TLR4/MyD88 BLA complementation, FRET ratio. O00206+Q99836. 200,000 tested, 0.18% active. inhibition, % at 8.4 µM; in the data active means inhibition above about 25%;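 further: 0% = vehicle and 100% = reference inhibitor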
Target sequence (O00206 whole entry, looked up): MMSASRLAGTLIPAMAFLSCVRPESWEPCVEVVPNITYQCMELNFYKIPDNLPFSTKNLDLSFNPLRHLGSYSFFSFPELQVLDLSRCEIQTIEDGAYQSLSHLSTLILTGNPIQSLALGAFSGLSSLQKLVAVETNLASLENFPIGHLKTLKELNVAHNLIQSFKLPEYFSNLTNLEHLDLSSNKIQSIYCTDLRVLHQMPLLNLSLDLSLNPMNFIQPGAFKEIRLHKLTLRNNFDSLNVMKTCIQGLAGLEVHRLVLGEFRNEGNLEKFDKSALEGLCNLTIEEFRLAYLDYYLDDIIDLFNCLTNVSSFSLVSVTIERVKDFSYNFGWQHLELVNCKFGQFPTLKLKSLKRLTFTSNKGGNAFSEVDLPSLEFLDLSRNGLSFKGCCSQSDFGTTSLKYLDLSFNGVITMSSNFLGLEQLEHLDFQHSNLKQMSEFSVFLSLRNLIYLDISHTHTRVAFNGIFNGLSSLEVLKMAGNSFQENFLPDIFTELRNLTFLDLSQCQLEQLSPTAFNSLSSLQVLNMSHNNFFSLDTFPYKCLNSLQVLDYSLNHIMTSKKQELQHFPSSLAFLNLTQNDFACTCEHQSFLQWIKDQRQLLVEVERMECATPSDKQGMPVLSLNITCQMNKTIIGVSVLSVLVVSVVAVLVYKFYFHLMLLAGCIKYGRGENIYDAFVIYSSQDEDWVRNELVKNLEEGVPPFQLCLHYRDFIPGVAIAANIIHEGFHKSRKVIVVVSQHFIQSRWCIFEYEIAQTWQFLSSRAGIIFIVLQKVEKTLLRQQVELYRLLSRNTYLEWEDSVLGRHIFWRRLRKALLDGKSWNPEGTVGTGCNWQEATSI
Target sequence (Q99836 whole entry, looked up): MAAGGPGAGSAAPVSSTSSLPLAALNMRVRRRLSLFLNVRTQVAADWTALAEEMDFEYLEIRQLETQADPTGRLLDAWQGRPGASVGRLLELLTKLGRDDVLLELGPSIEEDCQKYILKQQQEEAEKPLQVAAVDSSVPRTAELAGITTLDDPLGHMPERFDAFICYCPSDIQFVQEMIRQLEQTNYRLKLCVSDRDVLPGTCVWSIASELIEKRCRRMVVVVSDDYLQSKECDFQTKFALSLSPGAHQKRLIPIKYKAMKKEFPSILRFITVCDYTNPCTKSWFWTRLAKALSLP
STAT3 inh = STAT3 signaling inhibition. U3A cells, IL-6 STAT3-luciferase reporter, luminescence; host cell line lacks STAT1. inhibition, % at 5.5 µM. 190,000 tested, 0.89% active. AID 862;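 active means inhibition above the mean inhibition across all screened compounds plus 3 SD, cut at about 44% in these data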;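 further: 0% = DMSO only wells and 100% = 100 µM nifuroxazide control wells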
An asterisk follows results filed as active; · = not tested or not shown.

SMILES	Redox H2O2 prof	STAT3 act	Hsp70 act	Efa HMGR inh	NF-kB expr up	APP 5'UTR act	STAT1 act	STAT1 inh	TLR4-MyD88 BLA	STAT3 inh
O=C(O)CN1C(=O)CNC1=O	-3.4	108	0.0	-1	1.4	10	103	-4	14	-4
COc1cc(C)c(NC(=O)C(=S)N2CCCC2)cc1C	-0.1	95	0.1	2	1.1	-4	103	-7	7	11
COc1cc(C)nc(NS(=O)(=O)c2ccc(C)cc2)n1	1.9	106	-0.1	-6	1.4	21	105	-5	2	-2
Cc1onc(-c2ccccc2Cl)c1C(=O)Nc1ccccc1	-0.3	98	-0.4	-4	·	-19	95	4	-6	3
Cc1nc2cc(O)ccc2n1C	1.3	105	-0.2	2	1.2	-3	99	1	6	5
COc1ccc(-c2csc3nc(C)nc(N4CCC(C)CC4)c23)cc1OC	-0.2	100	-0.2	-2	1.1	14	83	17	-12	8
CC(C)(C)NC(=O)NC(=O)COC(=O)c1cc(=O)[nH]c2ccccc12	0.1	96	-0.2	-8	0.84	-4	101	-7	2	5
Cc1ccc(NC(=O)CN2C(=O)S/C(=C\c3ccccn3)C2=O)cc1	-1.9	119	-0.3	2	1.2	-4	97	2	-4	-14
CCO[C@@H]1OC(C(N)=O)=C[C@H](c2ccc(C(F)(F)F)cc2)[C@H]1CCCO	0.1	·	-0.2	1	0.94	2	92	10	-1	·
Cn1c(=O)[nH]c(=O)c2c1nc(N1CCOCC1)n2CCCSc1ncccn1	3.0	108	-0.5	-1	0.84	14	101	-1	0	0
Clc1ccc(C2Nc3ccccc3-n3cccc32)cc1 (configuration not stated)	0.0	166*	-0.2	-8	0.98	5	96	5	-8	-73
CCOC(=O)N1CCC(NC(=O)Cn2cc3c(n2)CCCCC3)CC1	-3.1	97	0.2	-4	0.97	14	108	-7	6	4
O=C(CCC1CCCN(C(=O)C2CCCC2)C1)NCc1ccc(F)c(F)c1 (configuration not stated)	0.3	99	-0.4	-4	1.5	7	94	7	-2	7
O=C(Cn1cc2c(n1)CCCCC2)NCCN1CCOCC1	-0.7	93	0.3	6	0.94	-2	102	-5	-6	8
CCCCCCn1c(SCC(=O)Nc2cc(C)on2)nc2ccccc2c1=O	-0.4	90	-0.3	-3	1.4	9	96	4	14	19
CS(=O)(=O)N(CC(=O)Nc1cccc([N+](=O)[O-])c1)c1cccc(F)c1	-0.6	101	0.8	1	·	-1	103	-3	0	5
CC(=O)N1CCc2cc(Br)cc(S(=O)(=O)NCCN3CCCCC3C)c21 (configuration not stated)	-2.5	101	0.1	-4	0.97	-5	99	1	13	3
Cc1ccc(NC(=O)C2c3ccccc3Oc3ccccc32)c(C)c1	0.7	91	-0.2	-2	1.3	-2	95	6	-16	13
COc1ccc(S(=O)(=O)N2CCOCC2)cc1NC(=O)CN(C)Cc1c(F)cccc1Cl	0.5	99	-0.4	-3	0.87	13	99	-1	2	3
O=C1CN(C(=O)c2ccco2)c2ccccc2N1	1.2	112	-0.3	3	0.98	-13	95	5	0	-12
COC(=O)CSc1ccc(S(=O)(=O)N2CCC(C)CC2)cc1[N+](=O)[O-]	1.0	101	-0.2	3	1.1	-38	101	-1	8	3
CCCCn1c(SCC(=O)Nc2nnc(C)s2)nnc1-c1ccoc1C	-1.4	107	-0.1	-7	1.6	-5	100	0	3	-4
CCCCNC(=O)CCn1nc(-c2ccccc2)ccc1=O	-0.5	93	-0.2	-7	1.1	-5	102	-3	-8	11
COc1ccc(Cc2c(C)nc(N)nc2Cl)cc1	-0.2	96	-0.1	-8	1	-9	99	1	7	7
Cc1ccc(CNC(=O)CS(=O)Cc2nc(-c3cccs3)oc2C)cc1 (configuration not stated)	-1.2	96	-0.3	1	1.8	-6	89	12	11	10

Some of these compounds in order of the STAT3 act value, highest first.
structure	STAT3 act
Cc1nc2cc(O)ccc2n1C	105
Cc1onc(-c2ccccc2Cl)c1C(=O)Nc1ccccc1	98
CCOC(=O)N1CCC(NC(=O)Cn2cc3c(n2)CCCCC3)CC1	97
CCCCNC(=O)CCn1nc(-c2ccccc2)ccc1=O	93

Profiles as entered above.
`COc1ccc(Cc2c(C)nc(N)nc2Cl)cc1` across the screens: Redox H2O2 prof = -0.2; STAT3 act = 96; Hsp70 act = -0.1; Efa HMGR inh = -8; NF-kB expr up = 1; APP 5'UTR act = -9; STAT1 act = 99; STAT1 inh = 1; TLR4-MyD88 BLA = 7; STAT3 inh = 7
`CCOC(=O)N1CCC(NC(=O)Cn2cc3c(n2)CCCCC3)CC1` across the screens: Redox H2O2 prof = -3.1; STAT3 act = 97; Hsp70 act = 0.2; Efa HMGR inh = -4; NF-kB expr up = 0.97; APP 5'UTR act = 14; STAT1 act = 108; STAT1 inh = -7; TLR4-MyD88 BLA = 6; STAT3 inh = 4

Other records follow.
SMILES	Redox H2O2 prof	STAT3 act	Hsp70 act	Efa HMGR inh	NF-kB expr up	APP 5'UTR act	STAT1 act	STAT1 inh	TLR4-MyD88 BLA	STAT3 inh
COc1ccc(Cl)cc1NC(=O)CSc1nnc(CN2CCOCC2)n1-c1ccc(Cl)cc1	4.5	107	-0.3	2	0.66	-5	96	4	-1	-8
COc1cccc(-c2noc(-c3ccc(Br)o3)n2)c1	-0.1	94	0.1	-1	3.6*	95	136*	-42	-12	9
CCCCNC(=O)Cn1nc([N+](=O)[O-])c([N+](=O)[O-])c1C	0.0	112	0.0	0	0.94	-3	91	10	10	-17
CC(C)Cc1nnc(NC(=O)CCC(=O)N2CCOCC2)s1	-0.4	107	0.2	-5	1.1	5	105	-5	8	-6
CC(=O)c1ccc(C(C)(C)c2ccc(C(C)=O)s2)s1	1.5	91	-0.4	-5	1	-7	85	16	-2	11
O=C(/C=N/O)Nc1ccc(F)cc1	0.0	99	-0.3	-7	1.3	-1	97	3	-3	6
CCNC(=O)C/C(C)=N/NC(=O)C12CC3CC(CC(C3)C1)C2	-3.2	103	-0.2	-6	0.93	19	96	4	2	4
Cc1cccc(-c2cc3c(nn2)-c2ccccc2C3=O)c1	0.1	78	-0.2	2	6.9*	·	99	2	4	31
COc1ccc(-c2cc(C(F)(F)F)nc(S(C)(=O)=O)n2)cc1	0.1	96	-0.2	-4	2.1	11	72	30	15	2
NS(=O)(=O)c1cc(C(=O)OCC(=O)Nc2ccccc2[N+](=O)[O-])ccc1Cl	-0.5	119	-0.2	-2	1	-9	83	16	-1	-18
COc1ccc(CCNC(=O)CC2Nc3cc(C)c(C)cc3NC2=O)cc1OC (configuration not stated)	0.1	95	0.6	0	0.83	3	99	1	4	11
CC(O)CNCCCOc1ccc(Cl)cc1C(C)(C)C (configuration not stated)	-0.4	100	-0.2	0	1.2	25	95	3	-1	4
Cc1nc(-c2cn[nH]c2-c2ccc(O)cc2O)cs1	-1.0	99	-0.2	-2	1.1	0	93	8	-12	1
CC1CN(S(=O)(=O)c2cccc(C(=O)OCC(=O)Nc3ccc4c(c3)OCO4)c2)CC(C)O1 (configuration not stated)	2.2	102	-0.2	-1	1	7	93	8	-2	0
CCC(C)NS(=O)(=O)c1ccc(N)cc1 (configuration not stated)	-0.4	99	0.1	0	0.93	-19	103	-7	-10	5
Oc1oc(-c2ccccc2)nc1C=Nc1cccc2ccccc12	2.1	144*	-0.1	0	1.4	-6	101	-1	14	-46
CCn1c2ccccc2c2nnc(SCC(=O)c3ccccc3)nc21	0.7	101	-0.7	1	1.2	5	92	4	-8	0
CC(C)(C)c1ccc(OCCON2C(=O)CCC2=O)c(Cl)c1	0.2	107	-0.1	3	0.92	-9	124	-27	5	-9
COC(=O)c1ccc(Cl)c(-c2ccc(/C=N/NC(=O)Nc3ccccc3)o2)c1	0.4	84	-0.1	-1	1.4	7	104	-4	1	18
COc1cccc(C2C(C(C)=O)=C(O)C(=O)N2CCNCCO)c1 (configuration not stated)	-0.1	99	-0.4	-4	1	-3	98	2	1	7
COc1ccc(C2CC(C(F)(F)F)n3nc(CO)c(Cl)c3N2)cc1OC (configuration not stated)	0.1	105	-0.2	-5	1.1	-2	97	3	9	-3
CC(C)C(=O)Nc1cccc(C(=O)Nc2nncs2)c1	-0.8	93	-0.2	1	1.3	7	96	5	-5	12
OCC1CCCN(C(=S)Nc2ccc(OC(F)F)cc2)C1 (configuration not stated)	0.3	96	-0.2	-6	1.6	23	109	-9	3	-1
C#CCOCCOCCOCCNc1nc(N2CCN(C(=O)[C@H](Cc3ccc(O)cc3)n3cc([C@@H](N)C(C)CC)nn3)CC2)nc(N2CCN(C(=O)[C@H](Cc3cc4ccccc4[nH]3)n3cc([C@@H](N)CC(C)C)nn3)CC2)n1 (some centres not stated)	0.5	·	0.3	-3	1	13	105	-3	-7	·
O=C(CSCC(=O)Nc1nc(-c2ccc3c(c2)OCO3)cs1)Nc1nccs1	-0.2	·	-0.4	-3	1.2	29	99	0	1	·
O=C(O)C1CC(=O)N(Cc2cccs2)C1 (configuration not stated)	-2.6	103	0.5	-5	1.1	6	100	0	10	4
C=CCN=c1scc(-c2ccccc2)n1/N=C/c1ccccn1	0.5	78	-0.4	-7	7.5*	99	215*	-126	-12	25

Exported with bars between the fields: entries from further up
molecule | Redox H2O2 prof | STAT3 act | Hsp70 act | Efa HMGR inh | NF-kB expr up | APP 5'UTR act | STAT1 act | STAT1 inh | TLR4-MyD88 BLA | STAT3 inh
O=C(/C=N/O)Nc1ccc(F)cc1 | 0.0 | 99 | -0.3 | -7 | 1.3 | -1 | 97 | 3 | -3 | 6
CCNC(=O)C/C(C)=N/NC(=O)C12CC3CC(CC(C3)C1)C2 | -3.2 | 103 | -0.2 | -6 | 0.93 | 19 | 96 | 4 | 2 | 4
Cc1cccc(-c2cc3c(nn2)-c2ccccc2C3=O)c1 | 0.1 | 78 | -0.2 | 2 | 6.9* | · | 99 | 2 | 4 | 31
COc1ccc(-c2cc(C(F)(F)F)nc(S(C)(=O)=O)n2)cc1 | 0.1 | 96 | -0.2 | -4 | 2.1 | 11 | 72 | 30 | 15 | 2
